# CD11b adhes enh: increases human CD11b/CD18 adhesion to fibrinogen. 0.07% of 93,000 active. AID 1499. P05107+P11215. activation, % at 10 µM. K562 CD11b/CD18 adhesion to fibrinogen, ATPlite luminescence;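 active = 10 µM primary screen giving 50% or more activity, confirmed by 40% or more on retest at that dose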; also: strong numbers were not always called active
# Target sequence (P05107 whole entry, looked up, other chains not shown): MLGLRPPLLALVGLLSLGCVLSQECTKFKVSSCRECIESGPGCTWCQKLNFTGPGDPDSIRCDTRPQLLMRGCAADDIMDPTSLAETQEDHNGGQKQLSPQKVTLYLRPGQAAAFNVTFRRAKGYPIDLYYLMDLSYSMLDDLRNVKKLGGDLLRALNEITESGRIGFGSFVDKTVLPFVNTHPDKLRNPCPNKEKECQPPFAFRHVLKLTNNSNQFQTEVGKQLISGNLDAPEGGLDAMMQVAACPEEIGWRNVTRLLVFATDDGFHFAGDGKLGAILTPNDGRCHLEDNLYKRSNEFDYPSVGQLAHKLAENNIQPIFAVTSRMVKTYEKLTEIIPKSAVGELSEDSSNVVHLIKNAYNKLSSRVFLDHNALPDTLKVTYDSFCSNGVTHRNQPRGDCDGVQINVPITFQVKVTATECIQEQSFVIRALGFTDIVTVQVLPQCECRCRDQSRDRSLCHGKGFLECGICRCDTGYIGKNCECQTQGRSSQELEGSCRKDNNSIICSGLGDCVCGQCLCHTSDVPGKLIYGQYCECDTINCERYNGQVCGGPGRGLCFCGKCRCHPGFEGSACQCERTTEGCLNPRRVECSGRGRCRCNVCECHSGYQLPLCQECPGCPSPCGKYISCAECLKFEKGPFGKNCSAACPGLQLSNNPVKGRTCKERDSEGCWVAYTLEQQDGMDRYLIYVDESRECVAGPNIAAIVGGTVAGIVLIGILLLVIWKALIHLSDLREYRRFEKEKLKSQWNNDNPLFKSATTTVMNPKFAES
# ERb SRC1 inh: blocks coactivator binding to human estrogen receptor beta. 1.3% of 86,000 active. inhibition, % at 25.6 µM. TR-FRET ER-beta LBD / SRC1-Cy5 peptide binding; receptor agonist-loaded with 1 µM estradiol. Q92731;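 active = compounds whose percent inhibition of the receptor-coactivator binding signal exceeds about 50% in the single-dose screen, limit read from the data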;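 also: 0% = receptor plus peptide wells without compound and 100% = peptide-only wells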
# Lung fibro prol: blocks proliferation of human lung fibroblasts; LL 47 human lung fibroblast viability, ATP luminescence; hits give low values; 1.1% of 85,000 active; viability, % at 10 µM;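 active = viability at or below 50% in the single dose screen; inactive = viability above 50%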;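 also: compound exposure lasted 72 h before the ATP readout; 100% = median luminescence of untreated cell-only wells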
#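 Assay system: human lung fibroblast line LL 47, low passage. Input: 1,150 fibroblasts seeded per well. Times: overnight cell rest, 72 h compound treatment at 37 °C. Evaluation: % viability of median cell-only signal. Technique: luminescent ATP detection, CellTiter-Glo. Control set: cell-only wells, no compound.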
# HUVEC inhibit: blocks proliferation of human endothelial cells; HUVEC proliferation, CellTiter-Glo luminescence, 72 h; hits give low values; viability, % at 10 µM (by protocol); 1.1% of 86,000 active;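 active = viability at or below 30%; inactive = viability above 30%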;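 also: 100% = median luminescence of DMSO-only cell control wells on each plate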
# MT1-MMP txn act: MT1-MMP promoter transcription activation; HT1080 MT1-MMP promoter luciferase reporter, luminescence, overnight; hits give high values; activation factor at 10 µM; 0.16% of 86,000 active; AID 750;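 active = activation factor of at least 2 for MT1-MMP transcription at 10 µM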
# ERa coact pot: ER-alpha (human) coactivator binding potentiation. 1.3% of 86,000 active. AID 639. coactivator binding (% of control), % at 25.6 µM. TR-FRET ERalpha-LBD/SRC-Cy5 coactivator binding, 2 h; 100 = basal binding, no effect. P03372; in the data active = activity above about 200%;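 also: binding measured in presence of low estradiol as agonist stimulus; 0% = peptide alone without receptor and 100% = receptor with peptide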
# ERa SRC1 inh: ER-alpha (human) coactivator binding inhibition. TR-FRET ER-alpha LBD / SRC-1 peptide, estradiol-bound. inhibition, % at 25.6 µM. 1.7% of 86,000 active; in the data active = inhibition above about 50%;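 also: 0% = receptor plus peptide control and 100% = peptide only without receptor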
# Smad3 FoxH1 inh: inhibitors of human Smad3 transcription factor binding. 0.29% of 88,000 active. TR-FRET Smad3/Dy647-FoxH1 peptide binding, europium anti-His. inhibition, % at 25 µM. AID 630;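 active = compounds that reduce the energy-transfer binding signal between the protein and its labelled peptide by more than half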;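 also: 0% = Smad3 plus labelled peptide maximal FRET and 100% = peptide-only background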
# H69AR growth 86K: blocks growth of human H69AR lung tumor cells. 6% of 85,000 active. viability, % at 10 µM. H69AR lung tumor viability, ATP luminescence, 72 h; hits give low values;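 active = viability at or below 40%; inactive = viability above 40%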;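 also: multidrug resistant small cell line overexpressing MRP-1 efflux transporter; 100% = mean luminescence of untreated control wells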
# The depositor's hits bear a star; / = no result given; [ ] = remark or other dose.
SMILES,CD11b adhes enh,ERb SRC1 inh,Lung fibro prol,HUVEC inhibit,MT1-MMP txn act,ERa coact pot,ERa SRC1 inh,Smad3 FoxH1 inh,H69AR growth 86K
O=C(C1CC1)N1CCc2cc(Br)cc(S(=O)(=O)NCCCN3CCCC3)c21,-1.3,8.5[fluorescence artefact?],101.9,91.5,1.1,89.8,10.9[fluorescence artefact?],-3.6,94.2
Cn1c(=O)c2c(nc(NCc3ccc4c(c3)OCO4)n2Cc2ccccc2Cl)n(C)c1=O,9.1,-18.7,89.2,65.0,1.1,96.1,-24.0,-5.4,38.3*
C=CCNc1nc(-c2sc(NC(C)=O)nc2C)cs1,1.0,-8.4,81.9,62.0,/,100.2,-4.2,4.5,51.8
COCCn1c(SCc2nc3ccccc3c(=O)[nH]2)nnc1-c1ccncc1,-2.2,-14.1,99.8,92.4,1,104.6,1.0,2.2,84.9
CN(CC(=O)Nc1ccc(F)c(F)c1F)c1cnccn1,/,2.8[fluorescence artefact?],92.6,69.2,1.2,110.0,4.5[fluorescence artefact?],-0.4,95.4
CCOc1ccc(N2C(=O)CC(Sc3nccc(C)n3)C2=O)cc1 (centres undefined),0.3,2.3,100.3,94.3,0.9,105.5,-2.1,7.3[fluorescence artefact?],93.7
CC12CNCC(C)(CN(C(c3ccccc3)c3ccccc3)C1)C2,/,1.5,86.8,87.9,1.2,76.8[fluorescence artefact?],1.5,-6.4,50.4
CCN1CCN(CCC(=O)Nc2ccccc2OC)CC1,-1.1,-9.8,103.5,117.0,1.1,122.9,-6.2,3.3,100.8
Cc1nn(-c2ccccc2)c2[nH]c(=O)c(CNc3ccc(N4CCOCC4)cc3)cc12,-3.0,-6.3,93.6,76.4,1,100.5[fluorescence artefact?],-34.2[fluorescence artefact?],8.0,17.9*
CCCCN(C)CCCNC(=O)Cn1c(=O)sc2ccccc21,-2.6,-9.9[fluorescence artefact?],99.7,97.1,1.2,128.5,1.2[fluorescence artefact?],-1.7,91.9
O=C(c1cccn2c(=O)c3ccc(Cl)cc3nc12)N1CCN(Cc2ccc3c(c2)OCO3)CC1,3.3,6.2,101.6,83.7,1.2,103.6,7.8,1.6,98.0
CCOC(=O)/C=C/C(=O)OCC(=O)Nc1ccc(Cl)cn1,-1.8,-6.4,70.1,82.7,1.2,94.1,-2.8,-6.8,81.3
CCOC(=O)c1cc2sc(C)cc2n1CC(=O)N1CCOCC1,-0.1,-11.8,102.3,108.0,1,85.3,-6.3,-4.6,102.3
Cc1ccc(O)c(NC(=O)COc2cc(C)ccc2C)c1,43.3,0.3,102.4,99.4,1.1,101.4,12.8,12.3,83.9
CCc1ccc(NC(=O)c2cnc3scc(C)n3c2=O)cc1,4.7,24.2[fluorescence artefact?],101.2,75.0,1.6,136.2[fluorescence artefact?],-10.0[fluorescence artefact?],19.1,78.7
COc1cccc(-n2nnnc2SCC(=O)Nc2cccc(C)n2)c1,-4.3,-0.2[fluorescence artefact?],98.5,90.8,1,105.9,4.2,14.2,46.6
Cc1nc(N)sc1-c1nnc(SCC(=O)Nc2ccccc2C(F)(F)F)n1C,5.6,1.6[fluorescence artefact?],94.2,79.4,1.1,101.1,-0.3[fluorescence artefact?],-2.5,90.1
O=C(O)CSCC(=O)Nc1ccc(C(=O)O)cc1,-0.7,-1.8,104.1,95.0,/,95.8[fluorescence artefact?],-6.3,-4.5,94.6
CC(/C=C/c1ccco1)=N\NC(=O)c1cccnc1,5.2,28.4,103.9,100.2,1.3,58.2[fluorescence artefact?],26.4[fluorescence artefact?],-0.4,83.6
O=S(=O)(c1ccccc1C(F)(F)F)N1CCOCC1,-4.5,-15.8,102.8,90.0,1,127.4,-28.4,-5.8,91.3
C=CCc1cccc2cc(C(=O)NC)c(=O)oc12,2.6,-0.1,106.4,97.1,1.1,100.8,2.4,0.9,91.6
CCC1CCCCN1C(=O)C1CC(c2cc(Cl)c(OC)cc2OC)=NO1 (centres undefined),4.8,-12.3[fluorescence artefact?],98.1,93.5,1,100.6,-14.0,14.4,89.2
CNC(=O)C12CCC(C)(c3nc4cc(C)c(C)cc4nc31)C2(C)C (centres undefined),-0.9,-13.3,99.2,97.8,/,109.8,0.7,-1.1,82.3
CCN(CC)CCNC(=O)c1c(C)n(-c2ccccc2)c2cc(Br)c(OC)cc12,/,-10.3,56.0,6.1*,1.1,74.4[fluorescence artefact?],18.4,3.7,25.4*
COc1ccc(OC)c(NC(=O)C2CCCN(S(=O)(=O)c3cccc4nsnc34)C2)c1 (centres undefined),/,-5.2,93.2,85.9,1.3,108.3,-3.0,-4.4,39.8*
Cc1cc2n(c1)CCn1c(C)ccc1-2,92.9,52.0*,110.5,102.5,1.2,9.3[fluorescence artefact?],90.9*[fluorescence artefact?],7.5,101.7
Nc1c(C(=O)N2CCCCC2)sc(=S)n1-c1ccccc1,/,2.6,95.9,92.1,1.1,86.7,-3.7,-0.6,80.4
O=C(Nc1cccc(F)c1)NC1CC2CCCC(C1)N2C1CC1 (centres undefined),0.8,-0.8[fluorescence artefact?],96.2,90.9,1.1,92.6,10.1[fluorescence artefact?],4.9,92.8
Nc1nc2ccc(OC(F)(F)F)cc2s1,/,9.9[fluorescence artefact?],88.5,103.1,1.3,72.9,13.5,-19.1,75.8
CCC(C(=O)Nc1cc(C)nn1-c1nc(C)cc(C)n1)c1ccccc1 (centres undefined),/,-1.0,85.6,103.7,1,101.1,4.5[fluorescence artefact?],-8.3,73.8

# Given with each value named: two of the compounds above
Cc1nc(N)sc1-c1nnc(SCC(=O)Nc2ccccc2C(F)(F)F)n1C
  CD11b adhes enh: 5.6	ERb SRC1 inh: 1.6[fluorescence artefact?]	Lung fibro prol: 94.2	HUVEC inhibit: 79.4	MT1-MMP txn act: 1.1	ERa coact pot: 101.1	ERa SRC1 inh: -0.3[fluorescence artefact?]	Smad3 FoxH1 inh: -2.5	H69AR growth 86K: 90.1

O=C(O)CSCC(=O)Nc1ccc(C(=O)O)cc1
  CD11b adhes enh: -0.7	ERb SRC1 inh: -1.8	Lung fibro prol: 104.1	HUVEC inhibit: 95.0	MT1-MMP txn act: /	ERa coact pot: 95.8[fluorescence artefact?]	ERa SRC1 inh: -6.3	Smad3 FoxH1 inh: -4.5	H69AR growth 86K: 94.6

# Other results:
SMILES,CD11b adhes enh,ERb SRC1 inh,Lung fibro prol,HUVEC inhibit,MT1-MMP txn act,ERa coact pot,ERa SRC1 inh,Smad3 FoxH1 inh,H69AR growth 86K
O=C(Cn1nnc(-c2ccccc2NC(=O)C2CC2)n1)NC1CCCCC1,-4.2,8.3,104.5,97.0,1.1,104.7,7.2,-11.4,82.8
CC(=O)C1C(c2cccc(Oc3ccccc3)c2)NC(=O)NC1(O)C(F)(F)F (centres undefined),3.2,-0.8,99.7,105.0,1.2,106.9,-6.7,-0.2,106.0
Cc1cccc(C2CC(c3ccccc3)Nc3ncnn32)c1 (centres undefined),-0.3,-13.4,99.7,92.1,1.1,99.7,-3.2,0.7,81.1
O=C(OCCN=C1NS(=O)(=O)c2ccccc21)c1cccnc1,-1.8,6.1,94.7,105.9,1,95.5,-4.3,-9.8,98.3
CCC(=O)NCCCOc1ccccc1,-4.2,-3.0,103.0,101.1,1.2,107.3,-2.2,-10.4,89.8
Cc1nnc(SCC(=O)Nc2ccc(Cl)cn2)[nH]c1=O,/,-4.4,95.5,103.5,1,98.8,-17.7,1.2,101.6
COc1ccccc1Nc1nc(N)nc(CSc2nccc(C)n2)n1,-1.9,-5.9,105.7,121.0,1,113.7,-10.8,0.4,88.4
COc1ccc(Cn2c(N)c(C#N)c3nc4ccccc4nc32)cc1OC,-0.3,2.9[fluorescence artefact?],100.0,92.7,1.1,114.9,10.8,-6.7,87.1
Cc1nc(C(C)(C)O)n(-c2ccccc2)n1,2.6,-11.8,102.1,92.2,1,132.9,-13.0,3.3,96.2
COc1ccccc1NS(=O)(=O)c1ccc(Cl)cc1,2.8,2.7,95.8,96.3,1.1,121.5,-2.8,-1.4,100.4
CCN(CC)S(=O)(=O)c1cccc(-c2nnc(SCc3nc4ccccc4s3)o2)c1,-5.2,-5.2,80.8,86.9,1.4,140.7,-6.4,9.6,35.3*
COC(=O)c1cc(OC)c(OC)cc1NC(=O)c1ccc(Br)o1,/,23.3[fluorescence artefact?],93.3,85.2,1.1,186.9,57.5*,-34.8[fluorescence artefact?],87.2
COC(=O)C(C)Oc1ccc2c3c(c(=O)oc2c1)CCCCC3 (centres undefined),-3.3,-1.7,93.9,90.4,0.9,112.0,-10.2,6.9,84.6
CCCCNC(=O)c1ccc2c(c1)N(CC)C(=O)CS2,0.7,-8.5,105.9,101.4,1.1,139.3,-6.1,-1.7,88.9
CC(CC1C(C#N)=C(N)OC2=C1C(=O)CCC2)c1ccccc1 (centres undefined),-1.0,-3.1,95.8,84.6,1.1,132.7,-5.5,0.9,88.5
CCOc1cc2[nH]c(=O)n(CC3CCC(C(=O)NC4CCCCC4)CC3)c(=O)c2cc1OCC (centres undefined),/,-1.9[fluorescence artefact?],100.4,29.8*,1,109.4[fluorescence artefact?],12.6[fluorescence artefact?],-1.4,90.4
CCOc1ccc(C(=O)N2CCCC2C(=O)O)cc1 (centres undefined),1.3,-28.4[fluorescence artefact?],99.1,102.2,1.2,97.9,-30.1,3.2,101.1
CCOc1ccc2nc(NC(=O)Nc3ccccc3)sc2c1,-3.1,14.3,111.9,74.7,1.4,97.2,33.6,-10.5,86.0
Cc1ccc2c(c1)nnn2C1CCN(S(C)(=O)=O)CC1,-2.6,11.3[fluorescence artefact?],99.6,98.2,1.3,115.1,7.0,-16.1,100.4
COCCCN1Cc2cccc(C(=O)O)c2C1=O,-1.1,0.4,96.9,102.7,1.1,97.6,-7.6,-12.3,96.1
COc1ccccc1OCC(=O)NCCNC(=O)COc1ccccc1OC,4.6,-4.5,95.9,101.9,1,119.4,-4.9,8.0,98.2
CCC(C)(C)n1nnnc1C(c1ccncc1)N1CCC(Cc2ccccc2)CC1 (centres undefined),-3.7,3.4[fluorescence artefact?],101.9,90.9,1,91.1,12.2[fluorescence artefact?],3.3,86.8
Cc1cc(=O)oc(C)c1C(=O)NCCC(C)C,-1.7,-0.8[fluorescence artefact?],104.4,95.3,1.1,115.0,4.5,0.5,90.9
COCCn1nnnc1C(c1ccc(O)c(OC)c1)N1CCc2ccccc2C1 (centres undefined),-1.1,-0.7[fluorescence artefact?],83.0,89.0,1.3,105.0,0.4,0.4,83.8
CO/N=C/C(=N\Nc1ccc(C)cc1)C(=O)c1ccc(OC)cc1,-0.3,0.3,54.9,53.6,0.6,90.4,0.9,-9.3,22.1*
O=S(=O)(NCC1CCN(S(=O)(=O)c2ccccc2)CC1)c1ccccc1,0.7,5.0,93.2,78.5,1,115.3,1.9,-2.2[fluorescence artefact?],80.6
O=C(CSc1nnnn1-c1ccccc1)NCc1ccco1,/,17.8,102.1,100.8,1.2,170.4[fluorescence artefact?],33.1,-6.7,80.0
CCCc1[nH]nc2c1C(c1ccc(Br)s1)C(C#N)=C(N)O2 (centres undefined),-1.8,4.1,33.5*,69.9,1.1,74.5,7.4,2.9,1.4*
CCCc1[nH]n(-c2nc3ccccc3s2)c(=O)c1C=NCC(C)C,-4.7,-7.1,86.3,98.9,1.1,102.5,-3.3,10.5,58.0
NC(=O)c1cc2nc(-c3ccco3)cc(C(F)(F)F)n2n1,/,19.4,106.4,100.8,1.2,80.0[fluorescence artefact?],1.8[fluorescence artefact?],7.9,88.9

# Limited to MT1-MMP txn act, HUVEC inhibit and Lung fibro prol (three entries from above):
compound,MT1-MMP txn act,HUVEC inhibit,Lung fibro prol
O=C(CSc1nnnn1-c1ccccc1)NCc1ccco1,1.2,100.8,102.1
CCOc1ccc2nc(NC(=O)Nc3ccccc3)sc2c1,1.4,74.7,111.9
CCCc1[nH]nc2c1C(c1ccc(Br)s1)C(C#N)=C(N)O2 (centres undefined),1.1,69.9,33.5*

# Screens from PubChem.

# Only part of the results is shown; count on the stated rates, not on these rows.
